Screens from PubChem.
SIRT5 block: SIRT5 desuccinylase inhibitors, primary screen, biochemical, fluorescence imaging, single point, set 5; NAD-dependent protein deacylase sirtuin-5, mitochondrial (Homo sapiens), Q9NXA8; Purified SirT5, succinyl-peptide AMC, trypsin-coupled fluorescence; inhibition, % at 15 µM; 1.1% of 330,000 active; AID 652115, 2013; in the data active = inhibition above about 15%
Target sequence (Q9NXA8 whole entry, looked up): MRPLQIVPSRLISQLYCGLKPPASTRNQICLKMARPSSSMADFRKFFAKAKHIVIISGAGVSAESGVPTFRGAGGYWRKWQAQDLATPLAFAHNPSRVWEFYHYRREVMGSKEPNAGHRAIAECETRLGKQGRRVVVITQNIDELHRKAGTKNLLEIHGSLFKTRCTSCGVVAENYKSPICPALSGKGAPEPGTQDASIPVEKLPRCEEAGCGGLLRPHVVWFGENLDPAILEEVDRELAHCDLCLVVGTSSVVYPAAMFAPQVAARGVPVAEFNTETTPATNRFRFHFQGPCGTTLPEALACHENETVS
S100A4 MyoIIA: inhibitors of S100A4-myosin IIA peptide binding, primary screen, biochemical, fluorescence polarization, TAMRA-MyoIIA peptide; Protein S100-A4 (Homo sapiens), P26447; inhibition, % at 10.7 µM; 0.14% of 360,000 active; AID 652163, 2013;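 active = mean inhibition of at least 70% across replicates, with every replicate also reaching that level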
Target sequence (P26447 whole entry, looked up): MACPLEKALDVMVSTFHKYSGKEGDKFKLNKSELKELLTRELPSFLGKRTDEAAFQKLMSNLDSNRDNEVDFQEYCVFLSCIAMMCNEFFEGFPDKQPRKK
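assay system = human S100A4 monomer with TAMRA-labelled myosin IIA peptide | also added = labelled myosin peptide probe, 5 nM | incubation = 5 min between mix addition and reading | control set = DMSO and TFP controls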
XiGFP reactiv: activators of inactive X chromosome reactivation, primary screen, imaging, XiGFP fibroblasts, GFP high-content imaging, set 2 | XiGFP mouse fibroblasts, % GFP-positive cells imaging, 3 d; cells co-treated with 5-aza-dC sensitizer; scaled so ellipticine positive control = 100% | activation, % at 7.58 µM | 0.055% of 360,000 active;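 active = mean normalized replicate activation at least 10% and every replicate at or above 10%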;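 also: 0% = median of on-plate neutral control wells and 100% = ellipticine 6 µM median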
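System: 68-5-11 XiGFP fibroblast line; Timing: 3 days compound exposure; Compound dosing: one concentration, pinned; Benchmarks: positive control ellipticine, 6 µM final; Buffer or medium: DMEM containing 5-aza-dC.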
Cneo AK release: Cryptococcus neoformans cell lysis inducers, primary screen, AK release luminescence, single concentration; AID 651654, 2012; lysis activity, % at 15 µM; 0.2% of 360,000 active; C. neoformans lysis, adenylate kinase release luminescence, 4 h; normalised: neutral wells 0, clomiphene wells 100;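 active = mean lysis activity across replicates of at least 80%, whatever share of replicates individually reach that level; inactive = mean lysis activity below 80%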
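Assay system: log-phase C. neoformans yeast / Quantity: yeast cell density of 5 × 10^6 cells/mL / Medium: fresh YPD growth medium / Compound: single dose / Timing: static 4 h at 37 °C with compound, 1 h detection / Measured by: adenylate kinase release luminescence / Read-out: lysis from increased AK signal / Benchmarks: Clomiphene as positive lysis control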
ERAP1 inh: human ERAP1 aminopeptidase inhibitors, primary screen, biochemical, single point, plate reader. Endoplasmic reticulum aminopeptidase 1 (Homo sapiens), Q9NZ08. recombinant ERAP1, Leu-AMC fluorescence, 60 min. inhibition, % at 10.7 µM. 0.15% of 340,000 active. AID 652197, 2013;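 active = mean replicate inhibition of at least 30%, or all replicates individually reaching that 30% level; inactive = mean below 30% and not every replicate reaching it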;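 also: 0% = neutral control wells and 100% = L-leucinethiol positive control wells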
LGR2 inh: inhibitors of bursicon-induced LGR2 CRE-luciferase signal, primary screen, cell-based, HEK293, CRE-luciferase reporter, bursicon stimulation. Drosophila bursicon receptor LGR2 (rickets). bursicon-stimulated, 4 h. inhibition, % at 9.99 µM. 0.35% of 380,000 active;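 active = drop in luminescence signal, shown as inhibition above about 50% in the replicate tests, limit read from the data, passing the limit was not always enough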;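 also: agonist challenge used bursicon conditioned medium at about half maximal strength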
Statin myotox sup: suppressors of statin myotoxicity in C2C12 myotubes, primary screen, cell-based, single point, plate reader; C2C12 myotubes + simvastatin, ATP luminescence, 48 h; scaled: DMSO 0, geranylgeraniol control 100; rescue of ATP level, % at 7.49 µM; 0.78% of 330,000 active;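 active = mean ATP rescue above about 67%, or every replicate alone reaching that limit, limit read from the data, passing the limit was not always enough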;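 also: myotubes were challenged with 10 µM simvastatin during compound exposure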
PGC1a acetyl inh: inhibitors of PGC1a acetylation signal, primary screen, cell-based, U2OS, AlphaScreen, inhibitor mode; AlphaScreen anti-acetyl-lysine; with virally co-expressed GCN5 acetyltransferase; inhibition, % at 15.6 µM; 0.17% of 350,000 active; AID 651687, 2012;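 active = every replicate shows inhibition of at least 40%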;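 also: 0% = neutral control wells and 100% = positive control wells; some results beyond the cut were filed as inactive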
An asterisk follows results filed as active; & = joins results of further samples. Only part of the results is shown; the hit share may differ from the screen's.

How did Cc1ccccc1NCCC(=O)Nc1ccc(Cl)cc1 do in these assays?
SIRT5 block: -1.5; S100A4 MyoIIA: -0.1; XiGFP reactiv: 0.0; Cneo AK release: -2.0; ERAP1 inh: -0.9; LGR2 inh: -16.4; Statin myotox sup: 0.1

How did O=C(C[C@@H]1C=C[C@H](NC(=O)Nc2ccc3c(c2)OCO3)[C@@H](CO)O1)NCc1ccc(F)cc1 do in these assays?
SIRT5 block: -0.5; S100A4 MyoIIA: 5.1; XiGFP reactiv: -0.2; Cneo AK release: 7.8; ERAP1 inh: -1.1; LGR2 inh: 1.0; Statin myotox sup: 0.7; PGC1a acetyl inh: -1.4

Results for Cc1ccc(S(=O)(=O)NCC(=O)OCc2cc(=O)oc3c(C)c(C)ccc23)cc1C ?
SIRT5 block: -5.2; S100A4 MyoIIA: -4.1; XiGFP reactiv: 0.0; Cneo AK release: 2.4; ERAP1 inh: -1.2; LGR2 inh: 1.7; Statin myotox sup: 3.1

Results for Cc1cccc(CCN(C(=O)c2csnn2)C(C(=O)NC2CCCC2)c2ccco2)c1 (configuration not stated) ?
SIRT5 block: -2.5; S100A4 MyoIIA: -15.2; XiGFP reactiv: 0.0; Cneo AK release: 1.9; ERAP1 inh: -3.0; LGR2 inh: 8.5; Statin myotox sup: 14.0

Results for CN(C(=O)COC(=O)CSc1ccc(C(N)=O)cc1[N+](=O)[O-])C1CCCCC1 ?
SIRT5 block: 9.6; S100A4 MyoIIA: -0.1; XiGFP reactiv: 0.0; Cneo AK release: -0.8; ERAP1 inh: 0.6; LGR2 inh: -2.0; Statin myotox sup: -2.1

Results for CC(=C1C(=O)c2ccccc2C1=O)N1CCN(Cc2ccccc2)CC1 ?
SIRT5 block: 1.2; S100A4 MyoIIA: -6.7; Cneo AK release: -2.2; ERAP1 inh: 5.7; LGR2 inh: -9.4; Statin myotox sup: -3.4; PGC1a acetyl inh: 6.0

How did COc1ccc(CN(C)C[C@H]2OCCCC[C@H](C)Oc3ccc(NC(=O)C4CCCCC4)cc3C(=O)N([C@@H](C)CO)C[C@@H]2C)cc1 do in these assays?
SIRT5 block: 6.9; S100A4 MyoIIA: -2.5; XiGFP reactiv: 0.0; Cneo AK release: 7.8; ERAP1 inh: 4.4; LGR2 inh: 10.8; PGC1a acetyl inh: -7.0

Results for CC(=O)c1oc2ccccc2c1NC(=O)CN1CCCCC1 ?
SIRT5 block: -1.7; S100A4 MyoIIA: -1.7; Cneo AK release: 0.2; ERAP1 inh: -3.9; LGR2 inh: -3.5; Statin myotox sup: 2.7; PGC1a acetyl inh: 1.2

How did COc1ccc(-n2nnnc2SCC(=O)NCc2cccs2)cc1 do in these assays?
SIRT5 block: -2.7; S100A4 MyoIIA: 14.3; XiGFP reactiv: 0.2; ERAP1 inh: -0.5; LGR2 inh: -5.6; Statin myotox sup: 5.5; PGC1a acetyl inh: -15.6

Results for C[C@H]1CCCCO[C@@H](CN(C)C(=O)Nc2ccc(F)cc2)[C@@H](C)CN([C@@H](C)CO)C(=O)c2cc(NS(=O)(=O)c3ccc(Cl)cc3)ccc2O1 ?
SIRT5 block: 0.8; S100A4 MyoIIA: 5.4; XiGFP reactiv: 0.6; Cneo AK release: 0.7; ERAP1 inh: -4.5; LGR2 inh: 4.2; PGC1a acetyl inh: 11.1

Brought forward from above: 3 compounds, followed by the next part.
Results for CC(=O)c1oc2ccccc2c1NC(=O)CN1CCCCC1 ?
SIRT5 block: -1.7; S100A4 MyoIIA: -1.7; Cneo AK release: 0.2; ERAP1 inh: -3.9; LGR2 inh: -3.5; Statin myotox sup: 2.7; PGC1a acetyl inh: 1.2

How did COc1ccc(-n2nnnc2SCC(=O)NCc2cccs2)cc1 do in these assays?
SIRT5 block: -2.7; S100A4 MyoIIA: 14.3; XiGFP reactiv: 0.2; ERAP1 inh: -0.5; LGR2 inh: -5.6; Statin myotox sup: 5.5; PGC1a acetyl inh: -15.6

Results for C[C@H]1CCCCO[C@@H](CN(C)C(=O)Nc2ccc(F)cc2)[C@@H](C)CN([C@@H](C)CO)C(=O)c2cc(NS(=O)(=O)c3ccc(Cl)cc3)ccc2O1 ?
SIRT5 block: 0.8; S100A4 MyoIIA: 5.4; XiGFP reactiv: 0.6; Cneo AK release: 0.7; ERAP1 inh: -4.5; LGR2 inh: 4.2; PGC1a acetyl inh: 11.1

Results for CC(C)Cc1cc(C(=O)Nc2ccccc2)c2ccccc2n1 ?
SIRT5 block: -5.3; S100A4 MyoIIA: -12.9; XiGFP reactiv: -0.2; Cneo AK release: 5.3; ERAP1 inh: -3.2; LGR2 inh: 7.1; Statin myotox sup: -1.6; PGC1a acetyl inh: 2.1

How did CCc1nc(SCC(=O)NC2CC2)c2c(C)c(C)sc2n1 do in these assays?
SIRT5 block: -3.5; S100A4 MyoIIA: -0.4; XiGFP reactiv: 0.3; Cneo AK release: -7.8; ERAP1 inh: 5.1; LGR2 inh: 3.3; Statin myotox sup: -0.5

How did CCCCN(CC)CCCNC(=O)c1cn(C)c2ccc(S(=O)(=O)N(C)C3CCCCC3)cc2c1=O do in these assays?
SIRT5 block: 0.8; S100A4 MyoIIA: -1.6; XiGFP reactiv: 0.0; Cneo AK release: 0.3; ERAP1 inh: 1.2; LGR2 inh: -9.0; Statin myotox sup: -3.9

Results for O=C(CCNS(=O)(=O)c1ccccc1)N1CCC(Cc2ccccc2)CC1 ?
SIRT5 block: -2.3; S100A4 MyoIIA: -2.3; XiGFP reactiv: 0.1; Cneo AK release: -1.0; ERAP1 inh: 0.5; LGR2 inh: -7.4; Statin myotox sup: 11.4; PGC1a acetyl inh: -1.2

What do the screens show for `CSCCC(NC(=O)c1cccc([N+](=O)[O-])c1)c1nc2ccccc2[nH]1` (configuration not stated)?
SIRT5 block: -0.4; S100A4 MyoIIA: 6.3; XiGFP reactiv: 0.0; Cneo AK release: -0.1; ERAP1 inh: -3.0; LGR2 inh: -8.2

Results for CC(OC(=O)c1ccccc1)C(=O)NCc1ccco1 (configuration not stated) ?
SIRT5 block: 1.4; S100A4 MyoIIA: -1.3; XiGFP reactiv: -0.1; Cneo AK release: -3.3; ERAP1 inh: 0.5; LGR2 inh: 17.5; Statin myotox sup: 1.4

Results for CCNC(=O)c1ccccc1SCC(=O)Nc1ccc(F)cc1 ?
SIRT5 block: -6.6; S100A4 MyoIIA: -2.8; XiGFP reactiv: 0.1; Cneo AK release: 0.0; ERAP1 inh: 5.0; LGR2 inh: 27.5; Statin myotox sup: -5.8

What do the screens show for `CN(Cc1ccccc1)C(=O)c1[nH]cnc1C(=O)Nc1ccc(Cl)cc1`?
SIRT5 block: -0.4; S100A4 MyoIIA: -3.6; XiGFP reactiv: 0.0; Cneo AK release: 0.4; ERAP1 inh: -1.0; LGR2 inh: -21.8; Statin myotox sup: 19.0; PGC1a acetyl inh: -6.0

Results for COc1ccc(-c2cn(CC[C@@H]3CC[C@@H](NS(=O)(=O)c4ccccc4C)[C@@H](CO)O3)nn2)cc1 ?
SIRT5 block: 2.5; S100A4 MyoIIA: 8.1; XiGFP reactiv: -0.4; Cneo AK release: 1.8; ERAP1 inh: 1.1; LGR2 inh: -16.3; Statin myotox sup: -4.7; PGC1a acetyl inh: -14.8

Results for CCc1cc(-c2nnn(CCC3COCCO3)c2CC)cc(CC)c1-c1cn(Cc2ccc3ccccc3c2)nn1 (configuration not stated) ?
SIRT5 block: -1.2; S100A4 MyoIIA: 0.8; XiGFP reactiv: 0.0; ERAP1 inh: 10.9; LGR2 inh: 3.1; Statin myotox sup: -24.0; PGC1a acetyl inh: 3.7

How did O=S(=O)(Cc1ccccc1)Nc1cccc(Br)c1 do in these assays?
SIRT5 block: -0.3; S100A4 MyoIIA: -3.6; XiGFP reactiv: 0.1; Cneo AK release: -0.5; ERAP1 inh: -1.6; LGR2 inh: -3.4; Statin myotox sup: -6.0

What do the screens show for `O=C(CSc1nnc(Nc2ccccc2)s1)NC1CCS(=O)(=O)C1` (configuration not stated)?
S100A4 MyoIIA: -2.8; XiGFP reactiv: 0.0; ERAP1 inh: -2.4; LGR2 inh: -4.4; PGC1a acetyl inh: 1.5

What do the screens show for `CCOc1cc(C(=S)N2CCCC2)ccc1OCc1ccccc1`?
SIRT5 block: 0.3; S100A4 MyoIIA: -1.8; XiGFP reactiv: 0.1; Cneo AK release: -0.8; ERAP1 inh: -0.6; LGR2 inh: -3.1; Statin myotox sup: -9.8

How did CC(=O)c1ccc(NS(=O)(=O)c2ccc3c(c2)N(C(C)=O)CCO3)cc1 do in these assays?
SIRT5 block: 1.0; S100A4 MyoIIA: -1.2; XiGFP reactiv: 0.1; Cneo AK release: 1.4; ERAP1 inh: -2.2; LGR2 inh: 16.7; Statin myotox sup: 15.8

What do the screens show for `O=C(c1ccccc1)N1CCCc2ccccc21`?
SIRT5 block: -0.5; S100A4 MyoIIA: -1.7; Cneo AK release: 2.8; ERAP1 inh: 5.9; LGR2 inh: -0.9; PGC1a acetyl inh: -12.3

How did CN(CC(=O)Nc1ccc2c(c1)OCO2)S(=O)(=O)c1cccs1 do in these assays?
SIRT5 block: -0.7; S100A4 MyoIIA: 0.9; XiGFP reactiv: 0.1; Cneo AK release: -1.1; ERAP1 inh: -1.4; LGR2 inh: -15.0; Statin myotox sup: 4.2; PGC1a acetyl inh: 7.3

What do the screens show for `CC12CCC(C(=O)N/N=C/c3ccc(O)cc3)(OC1=O)C2(C)C` (configuration not stated)?
SIRT5 block: -7.1; S100A4 MyoIIA: -1.4; XiGFP reactiv: 0.0; Cneo AK release: 2.2; ERAP1 inh: 0.1; LGR2 inh: -0.9; PGC1a acetyl inh: -3.7

Results for C[C@@H]1CN([C@@H](C)CO)C(=O)c2cccc(NC(=O)NC3CCCCC3)c2O[C@@H]1CN(C)C ?
SIRT5 block: 12.9; S100A4 MyoIIA: -15.0; XiGFP reactiv: -1.0; Cneo AK release: 1.8; ERAP1 inh: -1.7; LGR2 inh: 11.6; Statin myotox sup: -6.7; PGC1a acetyl inh: 11.9

How did C/C=C/c1ccc(C2[C@H]3CNC[C@@H]2N3Cc2cc(F)ccc2F)cc1 (some centres not stated) do in these assays?
SIRT5 block: -0.5; S100A4 MyoIIA: -5.0; XiGFP reactiv: 0.0&0.0; ERAP1 inh: -2.7; LGR2 inh: -18.2

How did COc1ccc(CN(C)C[C@H]2OCCCC[C@@H](C)Oc3ccc(NC(=O)c4ccncc4)cc3C(=O)N([C@H](C)CO)C[C@@H]2C)cc1 do in these assays?
SIRT5 block: 0.7; S100A4 MyoIIA: 12.4; XiGFP reactiv: 0.0; Cneo AK release: 2.7; ERAP1 inh: -2.0; LGR2 inh: -2.3; PGC1a acetyl inh: -4.5

Results for CO[C@H]1CN(C)C(=O)c2cc(NC(=O)NC(C)C)ccc2OC[C@H](C)N(CCC(F)(F)F)C[C@@H]1C ?
XiGFP reactiv: -0.1; Cneo AK release: -1.9; LGR2 inh: 9.4; Statin myotox sup: -4.5; PGC1a acetyl inh: 1.4
